Hck Nef HTS: inhibitors of human Hck kinase activated by Nef; Recombinant Hck-YEEI plus Nef, Z-Lyte FRET kinase assay; inhibition, % at 20 µM; actives 0.68% (n = 220,000); AID 463187;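 active = Hck-Nef kinase inhibition above about 50%, limit read from the data; inactive = inhibition below that limit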;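 also: 0% = DMSO with Hck plus Nef and 100% = Hck alone without Nef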
Target sequence (P08631 whole entry, looked up): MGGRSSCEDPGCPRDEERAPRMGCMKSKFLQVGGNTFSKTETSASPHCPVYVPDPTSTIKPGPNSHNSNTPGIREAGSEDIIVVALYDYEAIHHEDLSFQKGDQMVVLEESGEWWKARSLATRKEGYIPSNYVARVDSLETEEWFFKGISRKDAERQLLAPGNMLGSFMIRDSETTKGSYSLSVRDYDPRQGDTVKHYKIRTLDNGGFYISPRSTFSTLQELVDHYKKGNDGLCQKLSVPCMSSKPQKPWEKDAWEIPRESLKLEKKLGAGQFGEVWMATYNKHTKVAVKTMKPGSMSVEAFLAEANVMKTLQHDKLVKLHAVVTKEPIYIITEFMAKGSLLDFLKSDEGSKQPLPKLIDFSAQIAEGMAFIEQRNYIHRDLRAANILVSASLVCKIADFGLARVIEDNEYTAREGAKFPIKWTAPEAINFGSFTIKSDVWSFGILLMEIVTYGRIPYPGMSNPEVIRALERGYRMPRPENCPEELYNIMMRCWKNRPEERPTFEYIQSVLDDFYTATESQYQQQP
TNF death inh: TNF-alpha cell death inhibition in Jurkat FADD-/- cells. activation (protection from cell death), % at 10 µM. actives 0.068% (n = 220,000). AID 463075. Jurkat FADD-/- TNF necroptosis rescue, ATP luminescence, 24 h; 0 = TNF only, 100 = no-TNF cells;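 active = activation, meaning protection from cell death, of at least 50% relative to plate controls; inactive = activation below 50%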;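 also: necroptosis triggered by 40 ng/mL TNF-alpha added together with compound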
PERK inh: inhibitors of human PERK kinase; Q9NZJ5; CHO PERK-DD fusion, SEAP luminescence translation reporter; inhibition, % at 5.6 µM; actives 0.17% (n = 220,000);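 active = inhibition above the mean inhibition of all tested compounds plus 3 SD, set separately per screening campaign, cut at about 2.9% in these data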;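 also: PERK kinase domain activated by AP20187 dimerizer at 100 nM; 0% = DMSO with dimerizer and 100% = rapamycin at 8.4 µM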
PGE2 EP2 inh: blocks the human prostaglandin E2 receptor EP2. P43116. C6 glioma cells expressing human EP2, cAMP TR-FRET; cells stimulated with saturating PGE2. inhibition, % at 25 µM. actives 0.52% (n = 260,000). AID 1422;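 active = percent inhibition above 40 after rounding to a whole number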;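 also: rat C6 glioma host cells with rolipram phosphodiesterase inhibitor present; the protocol text gives 20 µM as final concentration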
Target sequence (P43116 whole entry, looked up): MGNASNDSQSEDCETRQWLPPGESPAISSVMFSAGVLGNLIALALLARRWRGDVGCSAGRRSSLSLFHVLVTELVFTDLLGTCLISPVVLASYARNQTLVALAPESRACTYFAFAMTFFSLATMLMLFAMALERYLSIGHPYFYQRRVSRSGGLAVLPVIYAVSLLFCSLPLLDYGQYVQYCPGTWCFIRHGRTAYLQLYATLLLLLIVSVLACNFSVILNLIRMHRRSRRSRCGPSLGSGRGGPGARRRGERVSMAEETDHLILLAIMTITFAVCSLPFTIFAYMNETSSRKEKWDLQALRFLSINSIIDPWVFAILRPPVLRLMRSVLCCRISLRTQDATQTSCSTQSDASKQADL
Runt-CBFb FRET: Runt domain-CBFb interaction inhibition; Cerulean-Runt/Venus-CBFb FRET ratio 530/480, 1 h; inhibition, % at 20 µM; AID 1496; actives 0.46% (n = 220,000); Q01196+Q13951;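 active = inhibition over about 50% at 20 µM in the single-dose screen, limit read from the data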;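 also: 0% = DMSO wells and 100% = excess unlabeled CBFb competitor control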
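System: Cerulean-labeled Runt domain protein | Quantity: 100 nM of each labeled protein | Schedule: 1 h compound exposure, room temperature | Detection: Fluorescence energy transfer, 422 nm excitation, 530/480 nm emission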
EP2 mod: modulators of human EP2 prostaglandin E2 receptor. AID 940. actives 0.83% (n = 260,000). induction, % at 25 µM. EP2-expressing cells, cAMP HTRF FRET, PGE2 co-stimulation;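 active = compounds whose cAMP rise, as percent of the full-agonist control response, exceeds 60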;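 also: rat C6 glioma line stably carrying human EP2 under a CMV promoter; the protocol text gives 20 µM as final concentration; 100% = response of wells given 1 µM PGE2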
L929 necroptosis: L929 zVAD cell death inhibition. L929 zVAD necroptosis rescue, ATP luminescence, 24 h; with zVAD 60 µM. viability rescue, % at 10 µM. actives 0.38% (n = 220,000);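 active = activation, scaled between plate controls, above about 75%, limit read from the data; inactive = activation under that limit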;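 also: 0% = zVAD with DMSO and 100% = DMSO alone without zVAD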
RBBP9 inh: human RBBP9 hydrolase inhibition | recombinant RBBP9, FP-Rh probe fluorescence polarization | inhibition, % at 7.94 µM | actives 0.2% (n = 220,000) | AID 1515;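 active = inhibition above the campaign mean of all tested compounds plus 3 SD, cut at about 14% in these data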;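 also: plate controls were DMSO wells with RBBP9 for no effect and wells lacking RBBP9 protein for full effect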
Target sequence (O75884 whole entry, looked up): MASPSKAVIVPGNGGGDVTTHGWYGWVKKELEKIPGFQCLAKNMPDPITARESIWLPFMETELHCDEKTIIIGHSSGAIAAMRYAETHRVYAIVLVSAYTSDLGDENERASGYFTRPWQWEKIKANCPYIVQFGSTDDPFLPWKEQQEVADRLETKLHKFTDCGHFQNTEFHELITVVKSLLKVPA
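Measured by: FP readout at 525/598 nm; material: recombinant human RBBP9; also added: Serine-hydrolase probe FP-Rh, 375 nM pre-mixing; medium: Tris buffer pH 8.0, NaCl, Pluronic; replication: one well per compound; doses: one concentration, 7.94 µM nominal, 0.794% DMSO; timing: preincubation 30 min plus labeling 45 min at 25 °C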
Runt-SMMHC FRET: blocks binding of human RUNX1 Runt domain to CBFb-SMMHC. inhibition, % at 20 µM. actives 0.74% (n = 220,000). Q01196+Q13951. Cerulean-Runt/Venus-CBFb-SMMHC FRET ratio 530/480, 1 h. AID 1434;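 active = mean inhibition across duplicate retests at 20 µM reaching about 50%, limit read from the data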;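 also: 0% = DMSO wells and 100% = wells with excess untagged CBFb-SMMHC; inhibitors lower the FRET ratio by blocking Runt binding to CBFb-SMMHC; some results filed as inactive read as strong as hits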
* = called active by the depositor; x = no result given; & = joins results of further samples. Only part of the results is shown; the hit share may differ from the screen's.

Every second line gives: Hck Nef HTS	TNF death inh	PERK inh	PGE2 EP2 inh	Runt-CBFb FRET	EP2 mod	L929 necroptosis	RBBP9 inh	Runt-SMMHC FRET
- O=C(O)C1CC(c2ccc(F)cc2)=NO1 (stereo not given)
  0	-0.1	0.9	6	2	-4	-0.6	-4	4
- O=C1c2ccccc2C(=O)c2cc(NC(=O)C3CC3)ccc21
  2	2.8	0.3	12	-24	-70	1.6	-2	-39
- COc1ccc(-c2oc(NC(=O)c3ccc(C)cc3)c(C#N)c2-c2ccc(OC)cc2)cc1
  -2	1.9	-2.3	10	3	-11	0.3	-8	4
- COc1cc(CNCC(O)c2ccccc2)ccc1OCc1ccc(Cl)nc1 (stereo not given)
  7	2.5	-2.3	25	3	-26	-0.3	5	-1
- CCCC(=O)Nc1ccccc1-c1nnn(CC(=O)Nc2ccc(OCC)cc2)n1
  1	1.1	0.2	6&10	0	-5&-29	1.2	-2	0
- CCOc1ccc2nc(N3CCC(C(=O)N4CCN(c5ccccn5)CC4)CC3)sc2c1
  -1	-3.5	-2.0	9	-7	0	0.5	-5	3
- CCOc1cc(/C=N/NC(=O)c2nn(C)cc2Br)ccc1OCc1ccccc1
  3	3.4	0.7	15	-6	-25	1.9	-10	-1
- Cc1ccc(OCCN2C(=O)OC(C)(C)C2(C)O)cc1 (stereo not given)
  1	-0.2	-0.6	7	0	29	0.0	-4	-2
- O=C(N/N=C\C=C\c1ccc2c(c1)OCO2)c1cccnc1
  0	0.8	0.0	1	-1	-24	1.4	-4	2
- CCCn1c(C)nc2c(c1=O)c1nc3ccccc3nc1n2CCC1=CCCCC1
  5	-13	-1.6	7	22	72*	-0.3	-3	64*
- CC1(C)CN(O)CCN1O
  2	2.1	1.1	6	-8	-3	0.9	6	-1
- COc1cccc(C2NC(=O)NC(C)=C2C(=O)Nc2ccc(C)cc2)c1 (stereo not given)
  6	0.2	1.4	5	0	-1	0.2	-5	-2
- COC(=O)[C@@]1(Cc2ccccc2)[C@@H]2C(=CC(=O)[C@H]2CC(=O)C(=O)N(C)C)CN1C(=O)c1ccccc1
  1	-17	-0.9	14	-1	23	-1.3	-10	2
- COc1ccc(-c2nn(-c3ccccc3)cc2C2CC(c3cccs3)=NN2C(=O)CCC(=O)O)cc1 (stereo not given)
  24	1.2	1.3	9	2	8	-0.1	-1	-2
- Cc1ccc(SCc2ccc(C(=O)N3CCCCC3)cc2)cc1
  31	0.8	-0.1	4	-5	-1	-0.1	-9	-4
- CC1(C)CC(=O)c2sc(NC(=O)c3ccc4ncsc4c3)nc2C1
  1	2.5	0.3	11	-1	11	0.1	-3	-6
- C(=C\c1ccccc1)/CSc1nnc(-c2cccnc2)o1
  0	0.4	-1.6	13	-2	12	0.5	6	4
- CCOC(=O)C1CCN(Cc2cnc(Oc3ccc(OC)cc3)s2)CC1
  1	-1.4	-0.3	4	-2	-14	0.1	-4	1
- Nc1nc2nonc2nc1N1CCCCC1
  -1	0.6	0.1	12	-2	-4	1.3	0	4
- CC1=C(C#N)C(=O)NC(=O)/C1=C/c1ccc(-c2ccc(S(N)(=O)=O)cc2)o1
  52*	0.5	0.7	9	22	6	3.2	0	14
- COc1ccccc1/C=C/C=N/NC(=O)CC1C(=O)NN=C1C (stereo not given)
  12	1.5	1.8	8	1	-4	0.7	-5	-4
- Nc1[nH]n2c(=O)cc(-c3ccccc3)nc2c1N=Nc1ccc(S(N)(=O)=O)cc1
  19	0.0	0.1	14	-11	-5	12	-1	-14
- C/C(=N/NC(=O)c1ccccc1O)c1ccc(N2C(=O)C3CCCCC3C2=O)cc1 (stereo not given)
  2	-0.8	0.4	2	x	-5	-0.3	-4	-2
- Cc1ccc(C(=O)NCC(=O)OCC(=O)Nc2ncc(C(F)(F)F)cc2Cl)cc1
  1	0.0	1.1	3	-2	24	1.2	-6	-2
- CCOC(=O)C1CSC(CC(=O)Nc2ccc(OCC)cc2)C(=O)N1 (stereo not given)
  6	-1.9	1.0	13	-2	28	-0.1	-2	-3
- Cc1cc2n(n1)C(c1ccco1)Nc1ccccc1-2 (stereo not given)
  0	-0.7	0.1	7&8	1	29&10	2.5	0	2
- O=C(O)c1ccc(NC2CC(=O)N(Cc3ccccc3)C2=O)cc1 (stereo not given)
  1	0.1	1.4	5	0	40	2.2	0	0
- Cc1ccc(-n2c(COc3ccccc3)n[nH]c2=S)cc1
  15	1.6	0.9	4	13	37	-0.1	-1	9
- Cc1ccc(NC(=O)CCn2cnc3ccccc3c2=O)cc1
  9	0.6	-0.4	3	0	0	-1.1	-6	-1
- N/C(Cc1cccc2ccccc12)=N\O
  8	0.5	1.4	9	2	-19	1.3	-3	0
- COc1ccc(/C=N/NC(=O)c2ccc(COc3ccccc3Cl)o2)c(OC)c1C
  6	1.0	1.2	6	-1	-67	2.1	-4	-7
- NNC(=O)c1sc(-c2ccc(Cl)cc2)cc1N
  20	-0.8	0.0	8	0	-63	2.5	-7	5
- Cc1cccc(Cn2c(SCCN3CCCCC3)nc3c2c(=O)[nH]c(=O)n3C)c1
  12	1.8	x	9	-3	0	-0.1	x	-2
- CCn1c(-c2ccccc2SC)n[nH]c1=S
  23	0.9	0.6	4	-3	17	1.3	-5	18
- CN(C)C(=O)COc1ccc(Oc2ccccc2)cc1
  20	-1.7	0.5	6	-2	11	0.6	-7	2
- O=C(CSc1ccc2c(c1)OCCO2)Nc1ccc2c(c1)OCO2
  1	-0.8	1.1	10	4	-9	-0.5	-5	1
- CC(O)c1nc2ccccc2n1CCOc1ccccc1 (stereo not given)
  12	-0.4	0.8	1	-2	4	0.5	-5	-5
- CCN1CCN(c2ccc(S(=O)(=O)N(CC)CC)cc2[N+](=O)[O-])CC1
  -21	4.9	-0.2	6	-5	7	0.0	-3	2
- O=C(Nc1cccc(S(=O)(=O)N2CCCCC2)c1)c1ccccn1
  -7	1.3	0.0	4	-2	-54	1.3	-2	1
- Cc1ccc(NC(=O)CN2C(=O)S/C(=C\c3ccc(-c4cccc(C(=O)O)c4C)o3)C2=O)cc1C
  24	2.6	0.4	4	22	2	51	1	68
- COC(=O)N/N=C/c1ccc(-c2cc(Cl)ccc2Cl)o1
  1	2.6	0.0	11	-5	0	4.2	0	3
- CCC1CCCCN1C(=O)CSc1nnc(-c2cccs2)o1 (stereo not given)
  1	-0.7	-0.7	11	1	40	-0.3	-1	1
- Cc1cccc(N2C(=O)CC(N(C(=O)c3ccco3)c3cccc(C)c3)C2=O)c1 (stereo not given)
  9	-1.4	-1.2	4	-2	17	-1.3	-9	-2
- COc1ccc(NC(=O)C2CCCN2C(=O)OCc2ccccc2)c(OC)c1 (stereo not given)
  -3	0.2	-0.9	17	2	12	1.0	-4	2
- CCOC(=O)C(=Cc1c[nH]c2ccc(S(=O)(=O)N(C)C)cc12)C(=O)OCC
  12	-1.6	-0.6	5	-1	-54	1.8	-7	-1

Two of the compounds above, with each value named:
Cc1ccc(NC(=O)CN2C(=O)S/C(=C\c3ccc(-c4cccc(C(=O)O)c4C)o3)C2=O)cc1C
  Hck Nef HTS: 24	TNF death inh: 2.6	PERK inh: 0.4	PGE2 EP2 inh: 4	Runt-CBFb FRET: 22	EP2 mod: 2	L929 necroptosis: 51	RBBP9 inh: 1	Runt-SMMHC FRET: 68
O=C(Nc1cccc(S(=O)(=O)N2CCCCC2)c1)c1ccccn1
  Hck Nef HTS: -7	TNF death inh: 1.3	PERK inh: 0.0	PGE2 EP2 inh: 4	Runt-CBFb FRET: -2	EP2 mod: -54	L929 necroptosis: 1.3	RBBP9 inh: -2	Runt-SMMHC FRET: 1

(listing goes on)
Every second line gives: Hck Nef HTS	TNF death inh	PERK inh	PGE2 EP2 inh	Runt-CBFb FRET	EP2 mod	L929 necroptosis	RBBP9 inh	Runt-SMMHC FRET
- CCc1cccc(NC(=O)Cc2ccc([N+](=O)[O-])cc2)c1
  0	7.1	0.1	7	-1	2	0.3	-11	4
- COc1ccc([N+](=O)[O-])cc1N(CC(=O)Nc1ccccc1C(=O)N1CCCC1)S(C)(=O)=O
  -8	0.1	0.3	1	2	-10	-0.3	-4	2
- Cc1cc(S(=O)(=O)NC(C)C)ccc1OCC(=O)Nc1ccc2c(c1)OCCO2
  22	-0.4	0.0	12	-1	7	8.6	-7	-1
- CC(=O)C1=C(O)C(=O)N(Cc2cccnc2)C1c1ccc(C(C)C)cc1 (stereo not given)
  15	0.5	-0.3	15	0	10	9.3	2	6
- CCOC(=O)c1ccc(N2Cc3ccccc3C2=N)cc1
  3	1.4	-0.6	20	1	-7	-0.2	-12	-9
- N/C(=N\OC(=O)c1ccc2c(c1)OCO2)c1cccnc1
  20	-0.9	1.3	15	1	-29	8.7	-6	1
- Cn1c(=O)n(C/C=C/c2ccccc2)c(=O)c2c1nc1n2CCCN1c1ccc(F)cc1
  -1	-7.5	1.0	7	-9	-4	0.9	2	-1
- CCn1c(SCC(=O)N2CCCc3ccccc32)nc2c(c1=O)SC(C)C2 (stereo not given)
  8	-0.4	0.8	11	0	-8	-0.2	0	0
- O=C1CN(c2ccccc2F)C(=O)CN1c1ccccc1F
  -7	0.1	0.7	4	2	32	-0.4	-6	-2
- CCCOC(=O)c1c(NC(=O)CCC(=O)O)sc2c1CCCCC2
  10	-0.2	0.7	8	-5	34	0.4	-5	-4
- CC1(C)Nc2ccc(O)cc2-c2c1ssc2=S
  0	-5.2	0.5	9	34	-13	0.5	11	0
- CCOC(=O)C1=NN(C(=O)Nc2ccc(OC)cc2)C2C(=O)N(c3cccc(C(F)(F)F)c3)C(=O)C12 (stereo not given)
  0	-2.6	0.2	15	-5	-10	-0.1	-9	-2
- NS(=O)(=O)c1ccc(CCNC(=O)/C=C/c2ccccc2[N+](=O)[O-])cc1
  22	-0.2	0.1	8	0	-15	2.2	-3	4
- Cc1ccc(NC(=O)CC2SC3=NCCCN3C2=O)c(C)c1 (stereo not given)
  0	-0.6	-0.1	11	-66	4	0.2	-8	-169
- COc1cc(C=NCC2OCCc3ccccc32)cc(OC)c1 (stereo not given)
  3	1.2	0.4	4	-1	6	0.4	-4	2
- O=C(C[n+]1cccc2ccccc21)c1ccc(NC(=O)c2ccccc2)cc1
  21	0.2	0.2	5	-2	1	1.5	-4	-1
- Cn1c(N)c(C(=O)COC(=O)COc2ccccc2C#N)c(=O)n(C)c1=O
  3	-0.3	1.5	6	1	-7	4.0	2	1
- CCOC(=O)CCSCC(=O)N1N=C(c2cccs2)CC1c1ccc(C)cc1 (stereo not given)
  0	0.0	0.3	10	0	37	0.0	-8	0
- Cc1cc(=O)[nH]c(SCC(=O)N2c3ccccc3CC2C)n1 (stereo not given)
  0	0.0	1.1	7	-1	10	1.1	5	-1
- Cn1ncc(N=Cc2c(O)ccc3ccccc23)c1C(=O)N1CCOCC1
  7	-5.3	0.9	8	x	x	-0.3	-8	x
- NCc1ccc(-c2nc3ccccc3o2)cc1
  x	x	x	7	0	-14	x	x	0
- Cc1c(C(=O)N2CCOCC2)[nH]c2c1C(=O)CC(c1ccc(Cl)cc1)C2 (stereo not given)
  2	-5.5	0.0	15	2	11	-0.2	3	-1

Screens deposited in PubChem by several laboratories.
